CSM14.1 death rescue: rescue of cells from ER stress-induced death, primary screen, 384-well, CSM14.1, thapsigargin, ATP luminescence (AID 1222). CSM14.1 thapsigargin-induced death rescue, ATP luminescence; higher % means a stronger effect. cellular ATP content (survival), % at 20 µM; hits with a dose series show EC50 in µM. 190,000 tested, under 10 active;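 active = EC50 below 50 µM in the dose-response confirmation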;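 also: death triggered by thapsigargin at about 15 µM added after 2 h compound pretreatment; cell ATP read after overnight thapsigargin exposure of roughly 18 to 22 hours; normalized against plate controls of thapsigargin alone and 5% DMSO vehicle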
UTI89 phage lysis: inhibition of K1F phage lysis, E. coli UTI89, bacterial capsule biogenesis inhibitors, alamar blue (AID 488966); E. coli UTI89 K1F phage lysis, alamar blue, 2 h; higher % means a stronger effect; one-dose inhibition, % at 100 µM; IC50 in µM for titrated hits; 0.02% of 340,000 active;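 active = phage lysis inhibition, versus mean bacterial control, above a set limit; inconclusive = no clear call, values can overlap the other calls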;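 also: capsule biogenesis inhibitors block K1F phage lysis so surviving cells raise fluorescence; higher fluorescence means more inhibition of phage lysis; actives were called in the ten point dose series up to 300 µM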
Lipid droplet: modulators of hepatic lipid droplet formation; AML12 mouse hepatocytes, oleate lipid droplets, BODIPY imaging; inhibition, % at 6.5 µM; 0.4% of 240,000 active; AID 1656;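 active = lipid droplet intensity inhibited by at least 50%, with more than 500 cells counted; inconclusive = wells with under 300 cells, treated as cytotoxic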
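Test system: AML12 mouse liver cells; schedule: overnight exposure; technique: high-content imaging of BODIPY-stained droplets and DAPI nuclei; read-out: % inhibition of corrected integrated BODIPY droplet signal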
WT yeast gro inh: growth inhibition of WT yeast, mitochondrial fusion screen; mitochondrial fusion phenotypic screen, WT strain; inhibition, % at 10 µM; 2.1% of 190,000 active; AID 1362; in the data active = inhibition above about 58%; tested in S. cerevisiae
P. falciparum M1AAP: malaria alanyl aminopeptidase activity blockers – biochemical, fluorogenic H-Leu-NHMec substrate, 1536-well (AID 1445); 0.42% of 220,000 active; one-dose inhibition, % at 30 µM; IC50 in µM for titrated hits; recombinant M1AAP, H-Leu-NHMec fluorogenic kinetic assay; higher % means a stronger effect;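 active = primary inhibition above the hit cutoff, then over 50% inhibition at one or more dose response concentrations, cut at about 23% in these data, passing the limit was not always enough; inconclusive = conflicting primary data, or primary hits not chosen for dose response; inactive = low primary inhibition, or under 50% at every dose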;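 also: plate controls were DMSO full reaction for no effect and no enzyme background for full effect; strong numbers were not always called active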
PMI inhibitors: MPI enzyme activity inhibition – biochemical, fluorescence intensity, coupled assay, primary screen (AID 1209); purified PMI enzyme, coupled fluorescence intensity; higher % means a stronger effect; one-dose inhibition, % at 20 µM; IC50 in µM for titrated hits; 0.42% of 190,000 active;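 also: plate controls were DMSO vehicle for no effect and wells lacking substrate for full effect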
Myeloid diff 2: myeloid differentiation induction | ER-HoxA9 myeloid progenitors, lysozyme-GFP differentiation, flow cytometry | calls only at 10 µM | 1% of 360,000 active;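 active = normalized GFP-positive differentiation at or above the plate's own cutoff, the solvent-only control mean plus 3 SD; inconclusive = no clear call, values can overlap the other calls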;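 also: cells exposed to compound for four days before flow analysis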
human PMI inhibitors: MPI inhibition at elevated mannose 6-phosphate – biochemical, fluorescence intensity, high mannose 6-phosphate, primary screen (AID 1220); 0.66% of 190,000 active; inhibition, % at 20 µM, or IC50 in µM where a hit was titrated; recombinant PMI enzyme, coupled fluorescence intensity; higher % means a stronger effect
TNAP activation fold: human TNAP enzyme activators, primary screen, biochemical, luminescent, no phosphate acceptor, uHTS (AID 1001) | purified TNAP, luminescent activation assay, no phosphate acceptor; higher activation fold means a stronger effect | activation fold at 20 µM, or EC50 in µM where a hit was titrated | 0.03% of 200,000 active; in the data active = activation fold from about 3, or a potency from the dose series; inactive = the rest, 99 in 100 with activation fold below about 1.6; also: many of its hits are not listed in these tables
WT yeast gro inh mutant strain: further read-out of WT yeast gro inh, marked with its call; inhibition, %; mitochondrial fusion phenotypic screen, mutant strain inhibition
Lipid droplet cells 6.5 µM: further read-out of Lipid droplet, marked with its call; cell count; measured here: cell count, cytotoxicity flag;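 cells counted across two imaged fields per well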
Myeloid diff 2 GFP+ MAC1+ %: recorded beside Myeloid diff 2, whose call it bears; GFP+ MAC1+ double positive, %; measured here: differentiation confirmed by MAC1 staining
* hit, by the source's call; i = inactive; ? = inconclusive; nt = not tested or not shown; + = active, no number; [ ] = another dose, or the depositor's remark. Rule as the data show it, unless noted: active = inhibition above about 50%; inactive = the rest.

SMILES	CSM14.1 death rescue	UTI89 phage lysis	Lipid droplet	Lipid droplet cells 6.5 µM	WT yeast gro inh	WT yeast gro inh mutant strain	P. falciparum M1AAP	PMI inhibitors	Myeloid diff 2	Myeloid diff 2 GFP+ MAC1+ %	human PMI inhibitors	TNAP activation fold
Cc1cccc2sc(NC(=O)c3ccc(Cl)s3)nc12	-0.3%	-2.8%	nt	nt	26	5	16%	2%	i	1.2	2%	1.2
C=CCn1c(COc2ccccc2F)nnc1SCC(=O)Nc1cc2oc3ccccc3c2cc1OC	-2.1%	0.6%	-44	722	-3	-16	9%	17%	i	0.4	11%	1.1
O=C(CSc1nnc(-c2ccco2)o1)NC(=O)Cc1ccccc1	0.4%	0.8%	7	803	-13	-4	15%	-5%	i	0.7	-9%	1
CCc1ccc(NC(=O)N(CCCN2CCOCC2)C(C)c2cc3cccc(OC)c3o2)cc1 (stereo unspecified)	-0.2%	0.6%	nt	nt	22	12	1%	9%	i	0.4	8%	1
COc1ccc(NC(=O)N2CCCC(c3nc(-c4ccc(OC)cc4)no3)C2)cc1 (stereo unspecified)	4.8%	0.3%	-3	596	5	-10	5%	21%	i	0.5	12%	1.1
COc1cc(OC)c(NC(=O)c2cccc(F)c2)cc1Cl	-4.4%	0.4%	5	648	12	7	-1%	6%	i	0.6	8%	1.1
Cc1cc(C)c(C(=O)Cn2cnc3cc([N+](=O)[O-])ccc3c2=O)cc1C	0.8%	0.0%	12	711	0	-6	-10%	0%	i	0.6	10%	1
CS(=O)(=O)N(CC(=O)O)c1ccc(Oc2ccccc2)cc1	4.5%	8.7%	-5	779	4	-2	0%	12%	i	1.0	8%	1
Cc1ccc2[nH]c(=O)c(C3C(C#N)=C(N)Oc4c3ccc3cccnc43)cc2c1 (stereo unspecified)	-2.1%	0.3%	-25	698	6	-33	8%	14%	i	3.5	17%	1
O=C(/C=C1\C(=O)Nc2ccccc21)/C=C1\C(=O)Nc2ccccc21	nt	1.9%	7	742	nt	nt	-3%	nt	i	0.6	nt	nt
CCN(CC(=O)Nc1ccc2c(c1)CCC2)Cc1nc2ccccc2c(=O)[nH]1	-3.9%	-0.4%	-26	538	-11	-7	13%	8%	i	0.6	-3%	1.7
Cc1c(C(=O)C(=O)N2CC=C(c3ccccc3)CC2)c2ccccc2n1C	-0.8%	2.0%	-24	663	13	-22	-3%	15%	?	nt	13%	1.1
COc1ccc(OC)c(/C=N/NC(=O)C(=O)NCc2cccnc2)c1	2.9%	2.1%	5	707	5	-10	6%	8%	i	2.8	5%	1.1
O=C1CN(CC(=O)Nc2cccc(Cl)c2Cl)c2ccccc2N1	4.2%	0.2%	-1	669	10	2	10%	-45%	+	3.6*	-44%	1
Cc1ccc(C2C(C(=O)c3cccs3)=C(O)C(=O)N2c2ccc(S(N)(=O)=O)cc2)cc1 (stereo unspecified)	nt	0.1%	0	691	nt	nt	5%	nt	i	0.7	nt	nt
Cc1cc(F)ccc1S(=O)(=O)N1CCCOC1CNC(=O)C(=O)NCCc1c[nH]c2ccccc12 (stereo unspecified)	-2.0%	3.0%	0	656	-13	-21	0%	10%	i	0.4	9%	1
CCOc1cccc(NC(=O)c2ccc(S(=O)(=O)N3CCCC3)cc2)c1	nt	0.0%	2	763	0	-8	4%	nt	i	1.3	nt	nt
N#Cc1c(NC(=O)C2CC(c3c(F)cccc3Cl)=NO2)sc2c1CCC2 (stereo unspecified)	-0.5%	1.1%[50 µM]	7	619	-11	6	10%	19%	i	0.0	12%	1
COc1ccc(S(=O)(=O)N(C)CC(=O)Nc2ccc(C(N)=O)cc2)cc1OC	-1.7%	1.0%	16	715	9	7	5%	-10%	i	0.4	-13%	1.1
Cc1ccc(NC(=O)CSCC(=O)N2c3ccccc3CCc3ccccc32)cc1	0.0%	2.6%	nt	nt	42	31	2%	19%	i	4.2	16%	1.1
CCCc1cc(C(=O)Cc2ccc(C(=O)OCC)o2)c(O)cc1O	-3.1%	1.5%	-6	673	10	-31	7%	-22%	i	0.7	-52%	1.1
CNC(=O)CSc1nnc(COc2ccc([N+](=O)[O-])cc2)n1C	-2.5%	-0.4%	-103	759	3	2	-11%	-6%	i	0.0	-4%	1.1
Brc1cc(/C=N/n2cnnc2)oc1Br	-0.7%	-0.2%	4	685	24	17	3%	-18%	i	0.6	-8%	1.1
CC(=O)N/C(=C/c1ccc2c(c1)OCO2)C(=O)NCc1ccccc1	2.3%	0.2%	-3	720	-5	-1	7%	6%	i	0.5	5%	0.3
CCNC(=S)NCc1ccc(F)cc1	15%	-2.3%	14	672	13	4	-7%	-9%	i	1.6	0%	1.1
O=C1NCCCC1C(=O)Nc1ccccn1 (stereo unspecified)	2.0%	3.4%	6	798	13	9	5%	-4%	i	0.3	-2%	1
CC(CN1CCCCC1)NC(=O)c1cc(-c2ccccn2)nc2ccc(Cl)cc12 (stereo unspecified)	-1.7%	0.4%	nt	nt	18	17	11%	3%	i	0.5	10%	1
CCCCN(C(=O)c1ccco1)c1nnc(-c2cc(OC)c(OC)c(OC)c2)s1	-1.7%	4.4%	-8	700	1	-2	-7%	-2%	i	0.6	1%	1.1
O=C1CCCc2c1nn(-c1ccccc1)[n+]2[O-]	-1.0%	2.9%	-2	693	27	-7	4%	2%	i	0.9	3%	1.1
CSCCC(NC(=O)c1ccccc1)c1nc(-c2ccccc2)no1 (stereo unspecified)	1.6%	nt	nt	nt	7	12	12%	-2%	nt	nt	4%	1.1
COc1ccc(-c2csc(NC(=O)CCS(=O)(=O)c3ccccc3)n2)c(OC)c1	nt	0.2%	-30	746	nt	nt	11%	nt	+	1.0*	nt	nt
CCOC(=O)c1sc(NC(=O)Cn2nnc3sc4c(c3c2=O)CCCC4)nc1C	1.1%	4.7%	nt	nt	34	-8	1%	10%	i	2.0	20%	1
COc1ccccc1NC(=S)N(Cc1ccc(Cl)cc1)CC1CCC(C(=O)O)CC1 (stereo unspecified)	-13%	0.1%	-12	712	-4	12	1%	6%	i	0.4	1%	1.1
COc1cc(NS(=O)(=O)c2ccc(N/C=C(\C#N)c3nc4cc(Cl)ccc4o3)cc2)nc(OC)n1	4.6%	0.5%	-12	731	-2	17	10%	-3%	nt	nt	18%	1.1
COc1ccc(Cn2nc(C)n(N(C)c3ncc(C(F)(F)F)cc3Cl)c2=O)cc1	-0.4%	-3.5%	-5	755	-7	-17	5%	1%	i	0.5	-9%	1.1
Cc1cc(C)cc(-n2ccnc2SCC(=O)O)c1	-0.6%	0.1%	6	690	-11	-15	-1%	-13%	i	0.4	1%	1.1
Cc1cc(C)n2c(SCC(=O)Nc3ccccc3)nnc2n1	0.5%	-3.6%	nt	nt	6	-5	1%	0%	i	1.0	-2%	1.2
COc1cccc(S(=O)(=O)N2CCN(c3ccccc3F)CC2)c1	-2.0%	0.1%	-2	739	28	16	5%	13%	i	0.4	12%	1.1
C=CCc1ccc(OCC(O)CN2CCN(Cc3ccc(Cl)cc3)CC2)c(OC)c1 (stereo unspecified)	-0.7%	-5.7%	-39	715	31	60	5%	-24%	i	0.6	-23%	0.9
O=C(NCCN1CCCC1)c1ccc2c(=O)n(CCc3ccccc3)c(=O)[nH]c2c1	-1.5%	0.3%	nt	nt	-9	-5	5%	-11%	i	0.6	-6%	1
O=C(COc1ccc([N+](=O)[O-])cc1)Nc1ccc2c(c1)OCO2	-0.3%	-0.6%	3	694	-20	12	0%	-2%	i	0.2	4%	1
COc1ccc(N2CCN(Cc3nc4scc(-c5ccccc5)c4c(=O)[nH]3)CC2)cc1	1.3%	-0.2%	4	700	19	8	9%	1%	i	0.6	10%	1.1
COc1cc(NS(=O)(=O)c2ccc(NC(=S)NC(=O)c3cccs3)cc2)nc(OC)n1	0.8%	0.9%[50 µM]	3	639	8	6	39µM*	22%	i	0.1	12%	1
Cc1ccc(C(=O)c2sc(Nc3ccccc3)c(C#N)c2N)cc1	-1.7%	-0.1%	21	642	-14	-14	8%	-47%	i	0.7	-28%	1
O=C(Nc1ccccc1N1CCCCC1)c1ccco1	7.6%	0.6%	nt	nt	3	0	-1%	-5%	i	0.5	-2%	1
COc1ccc(C2CCCN2C(=O)Nc2ccccc2)cc1OC (stereo unspecified)	2.6%	0.2%	nt	nt	-8	5	1%	0%	i	1.3	9%	1.2
CN1CCN(C(=O)c2cc(COc3ccc(F)cc3Cl)on2)CC1c1ccccc1 (stereo unspecified)	0.0%	0.2%	-2	690	76	77	-3%	8%	i	0.4	13%	1
COC(=O)CN1C(=O)N/C(=C/c2cc(Cl)c(OC)c(OC)c2)C1=O	-3.9%	0.5%	4	691	-6	2	4%	-12%	i	0.1	-7%	1
Cc1ncc([N+](=O)[O-])n1CCOC(=O)c1ccccc1	-2.3%	-6.7%	6	733	1	2	10%	2%	i	0.3	-3%	1.1
O=C(Nc1nc(-c2ccccn2)cs1)C1COc2ccccc2O1 (stereo unspecified)	6.3%	0.5%	18	750	64	73	-8%	-2%	i	3.5	6%	1
Clc1ccc2oc(-c3ccccn3)nc2c1	-3.8%	2.9%	-1	669	-7	-74	-4%	5%	i	1.3	-5%	1.1
O=C(NC(=S)N1CCN(C2CCCCC2)CC1)c1ccccc1	0.1%	0.1%	-3	646	0	16	-1%	-5%	i	1.3	-3%	1.1
O=C(CSc1nc2ccccc2c(=O)n1CCCN1CCOCC1)Nc1cccc(S(=O)(=O)N2CCCCCC2)c1	1.4%	-2.0%	-34	581	-5	-8	5%	9%	i	0.5	5%	1.3
COCCOC(=O)c1c(C)oc2cc(Br)c(OCC(N)=O)cc12	-2.5%	0.2%	20	645	-2	-2	-1%	5%	i	0.1	-5%	1.1
CC(C)c1ccc(-c2nnn(Cc3nc4ccccc4s3)n2)cc1	-2.0%	0.8%	-8	734	37	-8	-2%	16%	i	0.4	16%	1.2

Compound activity deposited in PubChem BioAssay by several laboratories.
